PLK1 PBD inh – PLK1 (human) polo-box domain binding inhibition. P53350. Plk1 PBD binding of FITC phosphopeptide, fluorescence polarization. Potency, µM, for inactives: max response, negative = inhibition, usual class: inhibitors. 360,000 tested, 2.8% active. AID 720504; further: potency means the concentration at half of the fitted maximal effect; series mostly up to about 57 µM; on the % scale 0 is the no-effect control and ±100 the full control effect; nearly all actives have a fitted effect of over 65% in size
PI5P4K alpha inh – blocks human PI5P4K alpha kinase activity; P48426; PI5P4Kalpha enzyme, ADP-Glo luminescence, 60 min; hits give low values; max response, %; 330,000 tested, 1.2% active; active means max response of -50% or lower; inconclusive means between -30% and -50%; inactive means -30% or higher; further: value at the top dose of about 77 µM; on the % scale 0 is the no-effect control and ±100 the full control effect
Target sequence (P48426 whole entry, looked up): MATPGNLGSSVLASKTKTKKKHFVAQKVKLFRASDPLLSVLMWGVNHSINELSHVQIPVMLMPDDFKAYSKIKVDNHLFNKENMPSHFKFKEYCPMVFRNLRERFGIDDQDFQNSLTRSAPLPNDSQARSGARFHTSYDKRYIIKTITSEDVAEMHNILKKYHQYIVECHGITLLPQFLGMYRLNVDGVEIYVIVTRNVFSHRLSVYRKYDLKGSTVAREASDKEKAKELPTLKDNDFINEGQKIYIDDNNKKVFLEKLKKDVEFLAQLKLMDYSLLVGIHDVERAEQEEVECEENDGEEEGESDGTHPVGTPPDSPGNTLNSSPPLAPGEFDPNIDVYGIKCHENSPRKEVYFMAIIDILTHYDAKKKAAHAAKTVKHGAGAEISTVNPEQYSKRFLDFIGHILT
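Compounds were pin-transferred onto PI5P4Kalpha and substrate in HEPES pH 7.4 buffer with EGTA, CHAPS and 5% DMSO. ATP (5 microM final) started the reaction, which ran 60 minutes at room temperature before ADP-Glo detection.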
GLP-1R agonist – agonists of human GLP-1 receptor. P43220. HEK293 GLP-1R CRE-luciferase, luminescence, 4-6 h; cells express a hypersensitive GLP-1R form. Potency, µM (titrated, usually from 45.6 µM), for the others: at the top dose activation, most hits filed as activators. 380,000 tested, 0.007% active; further: potency means the concentration at half of the fitted maximal effect; % of control where 0% means no effect
Target sequence (P43220 whole entry, looked up): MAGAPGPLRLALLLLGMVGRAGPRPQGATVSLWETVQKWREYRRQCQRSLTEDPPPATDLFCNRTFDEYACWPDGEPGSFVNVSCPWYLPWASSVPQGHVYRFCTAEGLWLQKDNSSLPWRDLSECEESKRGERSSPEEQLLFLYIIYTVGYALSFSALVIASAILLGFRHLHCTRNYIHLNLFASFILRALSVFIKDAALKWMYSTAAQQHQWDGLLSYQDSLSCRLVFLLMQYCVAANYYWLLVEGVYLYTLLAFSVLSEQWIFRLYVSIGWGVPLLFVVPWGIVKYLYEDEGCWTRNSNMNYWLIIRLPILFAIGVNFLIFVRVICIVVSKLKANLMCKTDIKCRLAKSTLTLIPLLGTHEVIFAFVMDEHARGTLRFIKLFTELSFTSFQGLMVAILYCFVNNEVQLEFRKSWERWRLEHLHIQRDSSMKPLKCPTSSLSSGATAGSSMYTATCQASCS
IL-2 act – IL-2 activation; IL-2 activation reporter assay, cell-based qHTS; stimulated with anti-CD3/CD4/CD28 beads; in transgenic mouse T cells; activation, % (series mostly up to about 46 µM); 360,000 tested, 0.065% active; AID 652025; in the data active means activation above about 50%; inconclusive means mostly about 30% to 49%; further: 0% is about no effect
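Quantitative HTS in unstimulated transgenic mouse T cells, with memory T cells as non-tolerant control and PMA/ionomycin as tolerance-bypass control. Compound pretreatment lasted 60 minutes before 18 h bead stimulation; EGFP/DsRed fluorescence read.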
D3 ag – agonists of human D3 dopamine receptor; max activation, %; 410,000 tested, 0.58% active; D3R DiscoveRx beta-arrestin cells, luminescence, 90 min; in the data active means max activation above about 30%; further: 0% is about no effect; mostly tested at two doses, the higher about 12 µM
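Agonist-mode cell screen: cells plated at 1500/well and incubated overnight at 37 °C, then exposed to library compounds for 90 min at 37 °C. Detection reagent was added for 30–60 min at room temperature, and luminescence was read.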
DRD3 antagonist – blocks the human D3 dopamine receptor; P35462; 360,000 tested, 2.5% active; D3R cells, DiscoveRx beta-arrestin luminescence, antagonist mode; hits give low values; max response, negative = inhibition, %; in the data active means max response below about -50%; inconclusive means no clear call, values can overlap the other calls; further: on the % scale 0 is the no-effect control and ±100 the full control effect; mostly tested at two doses, the higher about 12 µM
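Cells expressing the human receptor were seeded at 1500 cells/well, incubated overnight at 37 degrees C in 5% CO2, then exposed to library compounds with dopamine controls for 90 minutes at 37 degrees C before luminescent detection.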
GLP1R inv ag – GLP-1 receptor (human) inverse agonism; HEK293 GLP-1R CRE-luciferase, luminescence, 24 h; GLP-1R form is constitutively active; Potency, µM (titrated, usually from 38.3 µM), inactives show at the top dose activity change, negative = inhibition, usual class: inhibitors; P43220; AID 624417; 410,000 tested, 1.6% active; further: potency means the concentration at half of the fitted maximal effect; on the % scale 0 is the no-effect control and ±100 the full control effect; nearly all actives have a fitted effect of over 55% in size
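Seeding at 200 cells/uL, 12 h culture, 24 hr compound treatment, then luciferase reagent and a luminescence read; cells are HEK293 stably expressing a constitutively active GLP-1R plus cAMP-responsive luciferase.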
WRN inhibitor – blocks human WRN helicase; Q14191; WRN helicase unwinding, fluorescent forked duplex, kinetic; Potency, µM (series often up to 114 µM), inactives show at the top dose activity change, negative = inhibition, usual class: inhibitors; 360,000 tested, 0.46% active; further: potency means the concentration at half of the fitted maximal effect; on the % scale 0 is the no-effect control and ±100 the full control effect; nearly all actives have a fitted effect of over 55% in size
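WRN at 20 nM final was preincubated with compound for 15 min at room temperature; reaction started with 100 nM forked duplex oligonucleotide carrying fluorophore and quencher plus 2 mM ATP (final). Unwinding followed kinetically by red fluorescence (ex 525/em 598 nm).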
GLP1R cytotox – cytotoxic in the GLP-1 receptor inverse agonist counter-screen. 410,000 tested, 0.13% active. HEK293 cAMP-luciferase reporter cells, luminescence, 24 h. Potency, µM (highest dose often 38.3 µM), without a hit: at the top dose activity change, negative = inhibition, most hits filed as inhibitors;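 further: loss of luciferase light is scored as toxicity; potency means the concentration at half of the fitted maximal effect; on the % scale 0 is the no-effect control and ±100 the full control effect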
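Quantitative HTS format, 1536 wells, 200 cells/uL seeded. Compounds: 23 nL, 24 h, 37 °C. Detection: luciferase reagent, luminescence at 12 min RT; decreased signal taken as cytotoxic.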
The depositor's hits bear a star; ? = inconclusive; nt = not tested or not shown; & = joins results of further samples; [ ] = another dose, or the depositor's remark. Unless noted, the call rests on the fitted dose curve; in most records, active means well fitted curve in the direction sought with a large enough effect; inconclusive means small, poorly fitted or top-dose-only effect, or another doubt; inactive means no such curve, though single readings can be large; an effect the other way counts as inactive or inconclusive.

SMILES	PLK1 PBD inh	PI5P4K alpha inh	GLP-1R agonist	IL-2 act	D3 ag	DRD3 antagonist	GLP1R inv ag	WRN inhibitor	GLP1R cytotox
O=C(C(Cc1ccccc1)N1C(=O)c2ccccc2C1=O)N1c2ccccc2CCc2ccccc21 (stereo not given)	-11%	-1	-1%	-4.7	-4	?	13µM*	1%	6%
O=C(C1=C(O)C(=O)N(Cc2ccco2)C1c1cccc(Cl)c1)c1ccco1 (stereo not given)	-9%	1	-4%	-0.4	3	2	-23%	-5%	-2%
COc1ccc(CCNC(=O)C2CC(=O)N(CCc3ccc(C)cc3)C2)cc1OC (stereo not given)	-7%	1	5%	-0.5	-2	-14	9%	-4%	-9%
COc1ccc(C)cc1NC(=O)c1sc2ncnc(N3CCN(c4ccccn4)CC3)c2c1C	-3%	4	9%	-1.2	2	4	-9%	0%	-2%
CCCc1cc(=O)oc2cc(OCC(=O)NC(Cc3ccc(Cl)cc3)C(=O)O)ccc12 (stereo not given)	-12%	1	3%	0.0	-13	15	-12%	8%	-8%
CC(C)(C)c1ccc(Oc2ncccc2NC(=O)c2cccs2)cc1	-1%	12	10%	0.1	-12	-10	-13%	-7%	15%
C[C@H]1CN([C@@H](C)CO)S(=O)(=O)c2ccc(Br)cc2O[C@@H]1CN(C)C(=O)CCN1CCCCC1	-7%	-1	25%	-1.1	-6	10	7%	9%	2%
O=C(Nc1c(-c2ccccc2)nc2ccccn12)c1cccc(F)c1	-7%	3	3%	0.6	-11	-27	10µM*	-1%	-7%
Nc1ncnc(N2CCOCC2)n1	-5%	-3	1%	-0.6	9	24	0%	4%	-4%
Cn1c(CSCc2ccc(Cl)cc2Cl)n[nH]c1=S	-10%	-8	4%	-2.8	9	1	-21%	8%	-7%
COc1ccccc1CNC(=O)Cn1c(=O)oc2cc(S(=O)(=O)N3CCCC3)ccc21	-5%	0	-2%&-3%	-3.1	-6&-14	-24	-3%&6%	-9%	-3%&4%
CC(=O)c1cccc(NC(=O)c2cc(-c3ccco3)nc3ccccc23)c1	-30%	-51*	5%	-2.5	7	15	-33%	-22%	-9%

An excerpt from further up, as a working copy:
SMILES	PLK1 PBD inh	PI5P4K alpha inh	GLP-1R agonist	IL-2 act	D3 ag	DRD3 antagonist	GLP1R inv ag	WRN inhibitor	GLP1R cytotox
COc1ccccc1CNC(=O)Cn1c(=O)oc2cc(S(=O)(=O)N3CCCC3)ccc21	-5%	0	-2%&-3%	-3.1	-6&-14	-24	-3%&6%	-9%	-3%&4%
CC(=O)c1cccc(NC(=O)c2cc(-c3ccco3)nc3ccccc23)c1	-30%	-51*	5%	-2.5	7	15	-33%	-22%	-9%

Next part
SMILES	PLK1 PBD inh	PI5P4K alpha inh	GLP-1R agonist	IL-2 act	D3 ag	DRD3 antagonist	GLP1R inv ag	WRN inhibitor	GLP1R cytotox
Cc1nc2cc(Cl)c(Cl)cc2n1CCCO	-2%	-3	9%	-2.0	-3	15	-6%	9%	1%
Cc1ccccc1C1=NC(C(F)(F)F)(C(F)(F)F)c2c(n(-c3ccc(F)cc3)c(=O)[nH]c2=O)N1	-2%	-8	9%	-2.8	-6	4	-3%	4%	6%
O=C(Nc1nnc(-c2ccccn2)o1)c1cccc(Br)c1	-13%	-10	-13%	-3.1	-3	-24	13%	?	10%
CCOC(=O)C1(Cc2cccc(OC)c2)CCN(Cc2cccc(OCC)c2O)CC1	0%	1	6%	-3.1	-12	-5	?	-5%	-19%
COc1ccccc1N1CCN(C(c2cc3cc(C)ccc3[nH]c2=O)c2nnnn2C2CCCC2)CC1 (stereo not given)	-4%	nt	-12%	-1.9	-20	-8	3%	-3%	-29%
COc1ccc(N2C(=O)C(CC(=O)O)S/C2=N\N=C\c2cccs2)cc1 (stereo not given)	-10%	-13	-2%	-0.1	-14	-4	5%	-4%	-8%
C/C(=N/NS(=O)(=O)c1ccccc1)c1c[nH]c2ccccc12	-13%	-12	-3%	0.7	16	-2	17%	2%[11.6 µM]	0%
Cc1ccc(C(=O)N(C)CC(=O)Nc2cccc(C)c2C)o1	-12%	0	2%	1.3	-2	9	2%	5%	20%
COC(=O)CNC(=O)c1cccc(F)c1	-5%	1	3%	-2.1	-5	7	2%	-19%[57.1 µM]	-7%
COC(=O)C1=C(N)Oc2cc(C)n(Cc3cccnc3)c(=O)c2C1c1ccccc1OC (stereo not given)	-6%	-3	-8%	0.7	0	-22	-1%	3%	-6%
Cc1cc(N(C)C)ccc1[N+](=O)[O-]	-1%	8	3%	0.0	3	48	1%	4%	-16%
CCSc1nnc(NC(=O)c2ccc3nc[nH]c3c2)s1	-15%	?	-5%	-0.5	-11	-29	-8%	?	2%

11 neighbouring records from above, quoted:
SMILES	PLK1 PBD inh	PI5P4K alpha inh	GLP-1R agonist	IL-2 act	D3 ag	DRD3 antagonist	GLP1R inv ag	WRN inhibitor	GLP1R cytotox
Cc1nc2cc(Cl)c(Cl)cc2n1CCCO	-2%	-3	9%	-2.0	-3	15	-6%	9%	1%
Cc1ccccc1C1=NC(C(F)(F)F)(C(F)(F)F)c2c(n(-c3ccc(F)cc3)c(=O)[nH]c2=O)N1	-2%	-8	9%	-2.8	-6	4	-3%	4%	6%
O=C(Nc1nnc(-c2ccccn2)o1)c1cccc(Br)c1	-13%	-10	-13%	-3.1	-3	-24	13%	?	10%
CCOC(=O)C1(Cc2cccc(OC)c2)CCN(Cc2cccc(OCC)c2O)CC1	0%	1	6%	-3.1	-12	-5	?	-5%	-19%
COc1ccccc1N1CCN(C(c2cc3cc(C)ccc3[nH]c2=O)c2nnnn2C2CCCC2)CC1 (stereo not given)	-4%	nt	-12%	-1.9	-20	-8	3%	-3%	-29%
COc1ccc(N2C(=O)C(CC(=O)O)S/C2=N\N=C\c2cccs2)cc1 (stereo not given)	-10%	-13	-2%	-0.1	-14	-4	5%	-4%	-8%
C/C(=N/NS(=O)(=O)c1ccccc1)c1c[nH]c2ccccc12	-13%	-12	-3%	0.7	16	-2	17%	2%[11.6 µM]	0%
Cc1ccc(C(=O)N(C)CC(=O)Nc2cccc(C)c2C)o1	-12%	0	2%	1.3	-2	9	2%	5%	20%
COC(=O)CNC(=O)c1cccc(F)c1	-5%	1	3%	-2.1	-5	7	2%	-19%[57.1 µM]	-7%
COC(=O)C1=C(N)Oc2cc(C)n(Cc3cccnc3)c(=O)c2C1c1ccccc1OC (stereo not given)	-6%	-3	-8%	0.7	0	-22	-1%	3%	-6%
Cc1cc(N(C)C)ccc1[N+](=O)[O-]	-1%	8	3%	0.0	3	48	1%	4%	-16%

(cont.)
SMILES	PLK1 PBD inh	PI5P4K alpha inh	GLP-1R agonist	IL-2 act	D3 ag	DRD3 antagonist	GLP1R inv ag	WRN inhibitor	GLP1R cytotox
O=C1c2ccccc2C(=O)N1CCCc1cn(C[C@H]2CC[C@H](Cn3cc(CCCN4C(=O)c5ccccc5C4=O)nn3)O2)nn1	-16%	4	9%	-0.3	16	52	14%	2%	-7%
CC(C)CC(=O)NC(=S)Nc1ccccn1	2%	nt	-5%	1.4	-1	-6	-18%	5%	-16%
O=S(=O)(c1ccc(Cl)cc1)N1CCC(O)(CN2CCN(Cc3ccccc3)CC2)CC1	-5%	-1	6%	1.6	-9	-6	-35%[7.66 µM]	-2%	-4%[7.66 µM]
CCCC(=O)NC(c1ccc2c(c1)OCO2)c1cc(Cl)c2cccnc2c1O (stereo not given)	-2%	-18	-18%	2.0	8	-10	4µM*	-19%[57.1 µM]	-31%
c1coc(-c2nnc(NC3=NCCC3)o2)c1	-5%	1	-1%	0.2	-1	7	-3%	-6%	0%
S=c1[nH]c2ccccc2n1Cc1ccccc1	8.4µM*	-24	1%	-0.7	8	10	-27%	-11%	?
CC(C)(C)C(=O)NC1(C(F)(F)F)NC(=O)N(CCc2ccccc2)C1=O (stereo not given)	-11%	-3	4%	1.0	2	18	-9%	10%	14%
COCCNc1nc(NCCOc2ccccc2Cl)c2sc(-c3ccccc3)cc2n1	-4%	?	8%	-1.0	58*	15	?	3%	-20%
CNC(=O)C(=O)Nc1c(O)c2ccccc2[nH]c1=O	-16%	4	4%	0.6	-9	-27	11%	8%	1%
O=C(CN1CCN(c2ccc(O)cc2)CC1)Nc1cc([N+](=O)[O-])ccc1Cl	-15%	5	-3%	0.0	4	-12	?	-1%	-20%
Cc1ccc(-c2nnc(SCC(=O)O)n2N)cc1	-2%	0	-11%	-1.1	8	22	-8%	9%	-16%
COc1ccc(C(=O)NCC(O)CN2CCOCC2)cc1[N+](=O)[O-] (stereo not given)	-16%	3	-1%	0.9	1	-16	25%	0%	4%
CCCCNC(=O)c1onc(CSc2cc(C)cc(C)c2)c1C(=O)O	-2%	-3	-2%	-3.0	5	31	?	-10%	2%
CCC1(CC)Cc2ccccc2C2=C(C(=O)N3CCCCC3)C(=O)C(=O)N21	2%	-1	-6%	2.0	2	-2	2%	-5%	13%
Cn1cc(P(=S)(N2CCOCC2)N2CCOCC2)cc1P(=O)(N1CCOCC1)N1CCOCC1	13µM*	-26	1%	0.2	0	-2	2%	-14%	1%
CC1N=C(N)C(c2nc3ccccc3n2C)=C1O (stereo not given)	1%	1	2%	0.6	11	3	11%	-3%	-11%
Cn1c(N)c(C(=O)COC(=O)Cc2cccc(C(F)(F)F)c2)c(=O)n(C)c1=O	-5%	3	-1%	-0.2	5	-4	2%	2%	3%
COc1ccccc1CN1[C@@H](CC(C)=O)c2cc(C(F)(F)F)ccc2S1(=O)=O	-11%	7	13%	1.1	5	49	-11%	-25%	-5%
COc1ccc(COCC(O)CN(Cc2ccco2)Cc2ccccc2O)cc1 (stereo not given)	-2%	0	8%	-5.3	-12	-8	?	1%	-5%
CC(C)(C)N(Cc1ccccc1)C(=O)COC(=O)c1ccc(S(=O)(=O)N2CCOCC2)cc1	3%	5	-6%	-0.9	4	-3	?	-19%	2%
